Source: PubChem
IDH1 mut inh: inhibitors of IDH1 R132H reductase, primary screen, biochemical, plate reader, single point. Isocitrate dehydrogenase [NADP] cytoplasmic (Homo sapiens), O75874. diaphorase/resazurin fluorescence, 60 min. inhibition, % at 10 µM. actives 0.18% (n = 70,000); in the data active = inhibition above about 34%;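 note: 0% = DMSO and 100% = no enzyme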
Target sequence (O75874 whole entry R132H): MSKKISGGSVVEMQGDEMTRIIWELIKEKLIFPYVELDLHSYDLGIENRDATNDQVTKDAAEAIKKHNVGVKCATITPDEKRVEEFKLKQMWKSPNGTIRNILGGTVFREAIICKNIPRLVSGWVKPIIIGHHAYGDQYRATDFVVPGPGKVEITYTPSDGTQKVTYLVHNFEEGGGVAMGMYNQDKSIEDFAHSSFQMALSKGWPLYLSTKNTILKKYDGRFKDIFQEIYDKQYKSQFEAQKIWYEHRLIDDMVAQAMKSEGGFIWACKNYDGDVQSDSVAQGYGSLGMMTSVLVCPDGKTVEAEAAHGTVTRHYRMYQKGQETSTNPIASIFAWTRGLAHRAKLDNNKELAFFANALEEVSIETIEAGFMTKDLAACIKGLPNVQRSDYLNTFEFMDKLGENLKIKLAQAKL
PRC2 inh: EZH2/PRC2 methyltransferase inhibitors, primary screen, biochemical, DELFIA time-resolved fluorescence, single point; PRC2 H3K27 methylation, DELFIA TRF, 1 h; inhibition, % at 12.5 µM; AID 651548, 2012; actives 0.35% (n = 57,000); Histone-lysine N-methyltransferase EZH2 (Homo sapiens), Q15910;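 active = mean inhibition of replicates at least 50% and every single replicate also reaching 50%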;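 note: dimethyl H3K27 on biotinylated H3 21-44 peptide detected by antibody; plate controls were median neutral control wells for no effect and median positive control wells for full effect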
Active calls of the source: *; / = no result given; & = joins results of further samples. These rows are one share of the data. The share of hits here may be higher or lower than overall.

SMILES	IDH1 mut inh	PRC2 inh
CO[C@H]1CN(C)C(=O)c2cc(NC(=O)NC(C)C)ccc2OC[C@H](C)N(C(=O)C2CCC2)C[C@H]1C	0.0	2.9
CC(C)NC(=O)Nc1ccc2c(c1)C(=O)N([C@@H](C)CO)C[C@@H](C)[C@H](CN(C)S(=O)(=O)c1ccccc1)O2	0.3	2.7
C/C(=C\C=C\[C@@H](C)[C@H]1CC[C@@]2(C)[C@@H]3CCC4C(C)(C)[C@@H](O[C@@H]5O[C@H](CO)[C@@H](O[C@@H]6O[C@@H](C)[C@H](O)[C@@H](O)[C@H]6O)[C@H](O)[C@H]5O[C@@H]5O[C@H](CO[C@@H]6O[C@H](CO)[C@@H](O)[C@H](O)[C@H]6O)[C@@H](O)[C@H](O)[C@H]5O[C@@H]5O[C@@H](C)[C@H](O)[C@@H](O)[C@H]5O)CC[C@@]45C[C@@]35CC[C@]12C)C(=O)N[C@@H]1C(=O)O[C@H](C)[C@@H]1C (some centres undefined)	6.0	-57.5
C[C@@H]1CN([C@@H](C)CO)C(=O)c2cc(C3=CCCC3)cnc2O[C@@H]1CN(C)C(=O)C1CCCCC1	-0.2	/
C[C@H]1CN([C@@H](C)CO)C(=O)Cc2cc(NS(C)(=O)=O)ccc2O[C@H]1CN(C)C(=O)Nc1ccc(F)cc1	0.0	-0.9
Cc1ccccc1-c1nc(S(=O)(=O)c2ccc(Cl)cc2)c(NCCN2CCOCC2)o1	-0.2	11.7
CC(=O)N(C)C[C@@H]1Oc2ncc(-c3ccc(C#N)cc3)cc2C(=O)N([C@@H](C)CO)C[C@@H]1C	-0.3	1.7
CC(C)NC(=O)N(C)C[C@@H]1Oc2cc(C#C[C@H](C)O)ccc2S(=O)(=O)N([C@H](C)CO)C[C@H]1C	/	11.7

Arranged by length of the SMILES (high to low): 4 of the compounds above
SMILES	IDH1 mut inh	PRC2 inh
CC(C)NC(=O)Nc1ccc2c(c1)C(=O)N([C@@H](C)CO)C[C@@H](C)[C@H](CN(C)S(=O)(=O)c1ccccc1)O2	0.3	2.7
C[C@H]1CN([C@@H](C)CO)C(=O)Cc2cc(NS(C)(=O)=O)ccc2O[C@H]1CN(C)C(=O)Nc1ccc(F)cc1	0.0	-0.9
CC(C)NC(=O)N(C)C[C@@H]1Oc2cc(C#C[C@H](C)O)ccc2S(=O)(=O)N([C@H](C)CO)C[C@H]1C	/	11.7
CO[C@H]1CN(C)C(=O)c2cc(NC(=O)NC(C)C)ccc2OC[C@H](C)N(C(=O)C2CCC2)C[C@H]1C	0.0	2.9

Continuation.
SMILES	IDH1 mut inh	PRC2 inh
C[C@@H]1CN([C@@H](C)CO)C(=O)c2cc(NS(C)(=O)=O)ccc2O[C@@H]1CN(C)S(=O)(=O)c1cccs1	0.3	/
Cc1ccccc1-c1nnc(SCC(=O)Nc2ccc(F)c(Cl)c2)n1C	4.4	12.3
COc1ccc(S(=O)(=O)N(C)C[C@@H]2Oc3c(NC(=O)CCCCCC(=O)Nc4ccccc4N)cccc3C(=O)N([C@@H](C)CO)C[C@H]2C)cc1	-0.2	-1.1
C[C@H](CO)N1C[C@H](C)[C@@H](CN(C)C(=O)c2ccccc2)Oc2ncc(Br)cc2C1=O	0.8	/
Clc1cc(Cl)c2nc(Oc3cccc(N4CCOCC4)c3)sc2c1	0.0	16.2
CCN1CCN(Cc2c(C)[nH]c3ccc(Cl)cc3c2=O)CC1	-0.4	-7.3
COCC(=O)Nc1ccc2c(c1)C(=O)N(C)C[C@@H](OC)[C@H](C)CN(C(=O)c1ccncc1)[C@H](C)CO2	0.1	3.6
C[C@H](CO)N1C[C@H](C)[C@H](CN(C)Cc2ccc(C(F)(F)F)cc2)Oc2ccc(NC(=O)Cn3cnnn3)cc2CC1=O	1.9	-3.6

New compounds follow
SMILES	IDH1 mut inh	PRC2 inh
C[C@H]1CN([C@@H](C)CO)C(=O)c2cc(NC(=O)CCCCCC(=O)Nc3ccccc3N)ccc2O[C@@H]1CN(C)C(=O)Nc1ccccc1	0.5	16.4
COc1cccc(CN2CCN(C(=S)NCc3ccco3)CC2)c1	0.0	6.4
C[C@@H]1CN([C@@H](C)CO)C(=O)c2c(c3ccccc3n2C)-c2ccccc2CO[C@H]1CN(C)S(=O)(=O)c1cccs1	/	-19.9
Nc1nc(SCc2nc(-c3ccccc3)no2)[nH]c(=O)c1-c1ccccc1	0.5	17.3
CC(C)NC(=O)N(C)C[C@@H]1Oc2c(NS(=O)(=O)c3ccc(Cl)cc3)cccc2C(=O)N([C@H](C)CO)C[C@H]1C	/	-6.4
Cc1ccc(-c2ccc3c(c2)O[C@H](CN(C)C)[C@@H](C)CN([C@H](C)CO)S3(=O)=O)cc1	5.5	-18.8
C[C@@H]1CN([C@@H](C)CO)C(=O)c2cc(Br)cnc2O[C@@H]1CN(C)Cc1ccccn1	-0.4	15.1
COCC(=O)Nc1ccc2c(c1)OC[C@H](C)NC[C@@H](C)[C@H](OC)CN(C)C2=O	0.2	3.5

New compounds follow
SMILES	IDH1 mut inh	PRC2 inh
O=C(Nc1ccc2c(c1)[C@@H]1C[C@H](CC(=O)N3CCc4ccccc4C3)O[C@@H](CO)[C@@H]1O2)C1CCOCC1	0.4	-5.7
C[C@@H]1CCCCO[C@@H](CN(C)Cc2ccc3c(c2)OCO3)[C@@H](C)CN([C@H](C)CO)C(=O)c2cc(NC(=O)c3ccccc3)ccc2O1	-0.5	/
COCC(=O)Nc1ccc2c(c1)C(=O)N(C)C[C@@H](OC)[C@H](C)CN(Cc1cccc(F)c1)[C@@H](C)CO2	-0.1	5.9
Cc1noc(C)c1S(=O)(=O)N(C)C[C@@H]1OCCCC[C@@H](C)Oc2ccc(NC(=O)NC(C)C)cc2C(=O)N([C@H](C)CO)C[C@H]1C	-1.0	/
C[C@H]1CN([C@@H](C)CO)C(=O)Cc2cc(NC(=O)Nc3ccc(C(F)(F)F)cc3)ccc2O[C@H]1CN(C)S(=O)(=O)c1ccc(F)cc1	5.7	/
COc1ccccc1NC(=O)N1C[C@@H](C)[C@H](OC)CN(C)C(=O)c2ccc(NC(=O)c3cc(C)on3)cc2OC[C@H]1C	0.1	5.4
C[C@H](CO)N1C[C@H](C)[C@@H](CN(C)CC2CCCC2)Oc2ncc(C#Cc3cccc(F)c3)cc2C1=O	-2.3	-13.5
CO[C@H]1CN(C)C(=O)c2ccc(NC(C)=O)cc2OC[C@H](C)N(S(=O)(=O)c2cn(C)cn2)C[C@H]1C	-0.1	-0.7

The results go on:
SMILES	IDH1 mut inh	PRC2 inh
C[C@H]1CN([C@@H](C)CO)C(=O)c2cc(NS(C)(=O)=O)ccc2O[C@@H]1CN(C)S(=O)(=O)c1ccccc1	0.1	/
Cc1ccc(-n2c(C)nnc2SCC(=O)Nc2cccc(C)c2C)cc1	0.4	-5.1
C[C@H]1CN([C@@H](C)CO)C(=O)c2cccc(NC(=O)C3CCOCC3)c2O[C@H]1CN(C)C(=O)Nc1ccc(C(F)(F)F)cc1	2.9	-4.0
CN(C)c1ccc2c(c1)[C@@H]1C[C@@H](CC(=O)NCc3cccc(F)c3)O[C@@H](CO)[C@@H]1O2	-20.7	-5.7
CO[C@H](CN(C)S(=O)(=O)c1ccc(F)cc1)[C@H](C)CN([C@H](C)CO)S(=O)(=O)c1cccc(Cl)c1	-0.1	8.6
C[C@H]1CN([C@@H](C)CO)C(=O)CCCn2nncc2CO[C@@H]1CN(C)Cc1ccccc1C(F)(F)F	0.5	/
O=C(C[C@H]1CC[C@@H](NC(=O)c2ccc3c(c2)OCO3)[C@@H](CO)O1)NCc1ccc(F)cc1	-0.1	-0.1
C[C@@H]1CN([C@H](C)CO)C(=O)c2cc(Br)cnc2O[C@H]1CN(C)Cc1ccccc1F	0.1	17.9

The list continues:
SMILES	IDH1 mut inh	PRC2 inh
COc1ccc(S(=O)(=O)Nc2ccc3c(c2)C(=O)N([C@@H](C)CO)C[C@H](C)[C@H](CN(C)Cc2ccncc2)O3)cc1	4.8	/
C[C@@H]1CN([C@@H](C)CO)C(=O)c2cc(NC(=O)Nc3ccc(C(F)(F)F)cc3)ccc2O[C@H]1CN(C)Cc1ccc(C(=O)O)cc1	4.2	/
Cc1noc(C)c1NC(=O)N(C)C[C@H]1Oc2ccc(NC(=O)Cc3ccccc3)cc2CC(=O)N([C@@H](C)CO)C[C@H]1C	/	-5.2
Cc1cc(O)c2c(c1)C(=O)OC2c1c(O)cccc1O (centres undefined)	-0.2	25.0
C[C@@H](O)C#Cc1ccc2c(c1)O[C@@H](CN(C)C(=O)C1CCCCC1)[C@@H](C)CN([C@@H](C)CO)S2(=O)=O	/	-5.5
O=C(N[C@H]1CC[C@H](CCNS(=O)(=O)c2ccc(Cl)cc2)O[C@H]1CO)c1cccc(F)c1	0.1	10.7
C[C@@H]1CN([C@@H](C)CO)C(=O)Cc2cc(NC(=O)Nc3ccccc3)ccc2O[C@@H]1CN(C)S(=O)(=O)c1ccc(F)cc1	/	-16.7
COc1c(C)c(OCC=C(C)C)cc(CO)c1CO	-0.4	/

Other compounds:
SMILES	IDH1 mut inh	PRC2 inh
CC(C)C#Cc1ccc2c(c1)O[C@@H](CN(C)Cc1ccncc1)[C@H](C)CN([C@H](C)CO)S2(=O)=O	0.9	/
C[C@@H]1CCCCO[C@H](CN(C)C(=O)c2ccncc2)[C@H](C)CN([C@@H](C)CO)C(=O)c2cc(NC(=O)Cc3ccccc3)ccc2O1	-2.2	/
O=C(NCC[C@H]1CC[C@@H](NC(=O)C2CCCC2)[C@H](CO)O1)Nc1ccc(Cl)cc1	0.1	-2.2
CN(C)C(=O)C[C@H]1C[C@@H]2c3cc(NC(=O)C4CCC4)ccc3O[C@@H]2[C@H](CO)O1	0.1	19.1
COc1ccc([Si](C)(C)[C@H]2[C@H](CCO)O[C@@]3(C(=O)N(Cc4ccccc4)c4ccc(N5CCCCC5=O)cc43)[C@@H]2C)cc1	/	-3.6
C[C@H]1CN([C@@H](C)CO)S(=O)(=O)c2ccc(Br)cc2O[C@H]1CN(C)C(=O)c1cccnc1	/	8.2
CC(=O)N(C)C[C@H]1Oc2cc(-c3cccc(F)c3)ccc2S(=O)(=O)N([C@@H](C)CO)C[C@H]1C	3.0	-0.2
Cc1ccc(S(=O)(=O)NCC[C@@H]2CC[C@@H](NC(=O)Nc3ccccc3F)[C@@H](CO)O2)cc1	-0.1	2.9

Next part:
SMILES	IDH1 mut inh	PRC2 inh
Cc1ccc(S(=O)(=O)Nc2ccc3c(c2)CC(=O)N([C@H](C)CO)C[C@@H](C)[C@H](CN(C)Cc2ccc(Oc4ccccc4)cc2)O3)cc1	0.0	/
Cc1noc(C)c1S(=O)(=O)N(C)C[C@H]1Oc2ccc(NC(=O)C3CCCCC3)cc2CC(=O)N([C@H](C)CO)C[C@@H]1C	-0.6	/
Cc1noc(C)c1S(=O)(=O)Nc1ccc2c(c1)C(=O)N([C@@H](C)CO)C[C@@H](C)[C@H](CN(C)C(=O)Nc1ccc(C(F)(F)F)cc1)OCCCC[C@H](C)O2	1.6	/
C[C@H]1CN([C@@H](C)CO)C(=O)c2cccc(NC(=O)c3ccncc3)c2O[C@@H]1CN(C)S(=O)(=O)c1cn(C)cn1	0.2	/
C[C@@H]1CN([C@@H](C)CO)C(=O)c2cc(Br)cnc2O[C@H]1CN(C)C(=O)Nc1ccccc1	-1.5	-2.3&-0.5
COCC(=O)N(C)C[C@H]1Oc2ncc(C#C[C@@H](C)O)cc2C(=O)N([C@H](C)CO)C[C@@H]1C	2.7	-14.5
CO[C@H]1CN(C)C(=O)c2ccc(NC(=O)NC(C)C)cc2OC[C@H](C)N(C(=O)CN(C)C)C[C@H]1C	0.4	-4.4
C[C@H](CO)N1C[C@H](C)[C@H](CN(C)Cc2ccc(C(F)(F)F)cc2)Oc2c(NS(=O)(=O)c3cn(C)cn3)cccc2C1=O	1.9	17.4

Next part.
SMILES	IDH1 mut inh	PRC2 inh
Cc1cccc(N(CC(=O)O)S(C)(=O)=O)c1C	0.4	17.0
CC(=O)N(C)C[C@@H]1Oc2cc(C#Cc3ccccn3)ccc2S(=O)(=O)N([C@H](C)CO)C[C@H]1C	-0.4	/
Cc1ccc(S(=O)(=O)N(C)C[C@@H]2Oc3ncc(C#Cc4ccccc4)cc3C(=O)N([C@H](C)CO)C[C@@H]2C)cc1	0.5	3.7
C=C1CCC(C2CC(=O)OC2=O)C(=O)CCC2C1CC2(C)C (centres undefined)	0.2	/
COCC(=O)Nc1ccc2c(c1)OC[C@@H](C)N(C(=O)COC)C[C@H](C)[C@@H](OC)CN(C)C2=O	0.3	3.6
Cc1ccc(-c2cnc3c(c2)C(=O)N([C@@H](C)CO)C[C@H](C)[C@@H](CN(C)C(=O)c2ccc(F)cc2)O3)cc1	/	12.7
C[C@@H]1CN([C@@H](C)CO)C(=O)c2cc(C#C[C@@H](C)O)cnc2O[C@@H]1CN(C)CC1CCOCC1	/	-0.2
Cc1noc(C)c1NC(=O)Nc1cccc2c1O[C@H](CN(C)C)[C@@H](C)CN([C@H](C)CO)C2=O	-0.7	/
Cc1noc(C)c1NC(=O)Nc1ccc2c(c1)C(=O)N([C@H](C)CO)C[C@@H](C)[C@@H](CN(C)S(=O)(=O)c1cn(C)cn1)O2	-0.3	/
C[C@@H]1CN([C@H](C)CO)C(=O)c2cc(NC(=O)c3ccncc3)ccc2O[C@@H](C)CCCCO[C@@H]1CN(C)Cc1ccncc1	3.0	-12.4
C[C@H]1CN([C@@H](C)CO)C(=O)c2cc(C#Cc3ccccc3)cnc2O[C@@H]1CN(C)Cc1ccccn1	-2.2	/
